Source: PubChem BioAssay
HTR5A inv ag: inverse agonist of human HTR5A in OPRM1-OPRD1 counter-screen. P47898. HTR5A cell line, luminescence, inverse agonism. inhibition, % at 9.3 µM. hit rate 0.083% among 340,000. AID 504634; in the data active = inhibition mostly above about 23%, no sharp cut-off; inactive = mostly below about 18%;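 also: 0% = cells with DMSO and 100% = no-cell wells with DMSO; some compounds called inactive have numbers as strong as hits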
OPRM1-OPRD1 ag: OPRM1-OPRD1 heterodimerization agonism; cells, luminescence; activation, % at 9.3 µM; hit rate 0.3% among 340,000; AID 504326; in the data active = activation above about 18%;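 also: 0% = vehicle-treated cells and 100% = reference agonist; values of inactives mirror those of a sister screen read the other way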
Target sequence (P35372 whole entry, looked up): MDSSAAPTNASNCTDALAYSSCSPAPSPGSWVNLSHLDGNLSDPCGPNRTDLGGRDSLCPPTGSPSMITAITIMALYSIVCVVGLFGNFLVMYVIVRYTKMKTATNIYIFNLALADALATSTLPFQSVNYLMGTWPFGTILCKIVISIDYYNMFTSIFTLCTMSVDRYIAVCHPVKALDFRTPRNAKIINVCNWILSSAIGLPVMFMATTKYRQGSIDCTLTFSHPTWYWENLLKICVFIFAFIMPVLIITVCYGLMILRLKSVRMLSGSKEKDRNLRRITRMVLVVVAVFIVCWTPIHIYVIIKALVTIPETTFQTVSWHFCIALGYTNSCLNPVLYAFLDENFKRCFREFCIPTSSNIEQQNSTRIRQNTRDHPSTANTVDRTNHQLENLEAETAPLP
Target sequence (P41143 whole entry, looked up): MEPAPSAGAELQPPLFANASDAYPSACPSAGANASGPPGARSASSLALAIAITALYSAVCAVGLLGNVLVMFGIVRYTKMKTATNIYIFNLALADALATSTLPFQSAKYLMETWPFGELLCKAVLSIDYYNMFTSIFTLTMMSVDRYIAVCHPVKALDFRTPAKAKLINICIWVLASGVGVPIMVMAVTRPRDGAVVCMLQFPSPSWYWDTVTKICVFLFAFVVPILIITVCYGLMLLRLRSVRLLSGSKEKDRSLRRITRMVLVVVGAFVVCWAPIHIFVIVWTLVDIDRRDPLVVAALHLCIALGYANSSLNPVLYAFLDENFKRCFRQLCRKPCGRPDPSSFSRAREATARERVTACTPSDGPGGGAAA
V-ATPase pHluor: yeast V-ATPase proton transport regulation by pHLuorin; S. cerevisiae, pHLuorin cytosolic pH fluorescence; response, % at 10 µM; hit rate 0.37% among 350,000; in the data active = response mostly above about 7.3%, no sharp cut-off; inactive = mostly below about 5.4%; also: actives read high; inactives centre near 0; some compounds called inactive have numbers as strong as hits; reference of the scale not given here
PKA-R1A activ: activates the PKA-R1A holoenzyme complex; P00514+P68181; PKA-R1A dissociation, Cy5-IP20 fluorescence polarization; scaled: DMSO 0%, 113 µM cGMP 100%; activation, % at 11.4 µM; hit rate 0.083% among 340,000; AID 504707;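 active = percent activation above the mean of all tested compounds plus 3 SD, cut at about 19% in these data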;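 also: higher means more PKAc released from R1A so a rise in polarization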
HTR5A ag: counter-screen for OPRM1-OPRD1 agonists: human HTR5A agonism; P47898; HTR5A agonist assay, luminescence, cell-based; activation, % at 9.3 µM; hit rate 0.61% among 340,000; AID 504692; in the data active = activation mostly above about 9.5%, no sharp cut-off; inactive = mostly below about 7.6%;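 also: 0% = cells with vehicle only and 100% = reference agonist; strong numbers were not always called active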
MOR-DOR inv ag: inverse agonists of human mu-delta opioid receptor heterodimerization; P35372+P41143; cell-based MOR-DOR heterodimer luminescence, inverse agonism; inhibition, % at 9.3 µM; hit rate 0.21% among 340,000; AID 504357; in the data active = inhibition above about 22%, passing the limit was not always enough;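 also: 0% = cells with DMSO and 100% = wells without cells with DMSO; values of inactives mirror those of a sister screen read the other way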
DAGLB inhibitor: blocks human DAGLB lipase activity; hit rate 0.059% among 340,000; Q8NCG7; inhibition, % at 5.17 µM; HEK293T DAGLB membrane lysate, EnzChek fluorogenic substrate; in the data active = inhibition above about 34%;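 also: 0% = enzyme with vehicle and 100% = wells lacking enzyme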
Arrestin-AP2 inh: inhibitors of human beta-arrestin and AP2 interaction; FITC-arrestin peptide / GST-AP2 beads, flow cytometry; AP2 beta2 appendage carries R879A mutation; inhibition, % at 10 µM; hit rate 0.31% among 340,000; AID 504490;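 active = inhibition above a set limit, near 3 SD of compounds lacking own fluorescence, cut at about 54% in these data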;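 also: plate controls were DMSO wells for no effect and 5 µM unlabelled arrestin peptide for full effect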
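System: GST-AP2 R879A glutathione beads | Also added: FITC-arrestin peptide, 50 nM | Times: 12 min plus 1 h, RT | Signal: Bead flow cytometry, FITC channel | Buffer or medium: PBS with 0.05% Tween 20 and 0.1% BSA | Read-out basis: Percent drop in bead-associated FITC signal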
DSG3 Ab inh: inhibitors of pemphigus antibody binding to human desmoglein-3; binding (percent of control), % at 10 µM; DSG3-coupled beads, scFv-anti-DSG3-GFP binding, flow cytometry; active compounds read low; hit rate 0.48% among 310,000; P32926;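 active = binding more than 3 SD below its plate's average and above zero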;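 also: hits lower antibody fragment binding to DSG3; some compounds called inactive have numbers as strong as hits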
PKA-R2B activ: activators of human PKA-R2B complex. activation, % at 11.4 µM. P22694+P31323. PKA-R2B holoenzyme dissociation, Cy5-IP20 fluorescence polarization; R2B truncated from residue 108, S112A mutant; 0% DMSO only, 100% 113 µM cGMP. hit rate 0.079% among 340,000;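 active = activation above a cutoff set at the mean over all compounds plus 3 SD, cut at about 18% in these data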;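 also: higher means more holoenzyme dissociation and a rise in polarization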
* hit, by the source's call; x = not tested or not shown.

SMILES	HTR5A inv ag	OPRM1-OPRD1 ag	V-ATPase pHluor	PKA-R1A activ	HTR5A ag	MOR-DOR inv ag	DAGLB inhibitor	Arrestin-AP2 inh	DSG3 Ab inh	PKA-R2B activ
N=c1sccn1CC(=O)NCCc1ccc(Cl)cc1	7.0	-1.0	-1.5	-8.4	9.6	5.9	-2.7	15.5	101.1	7.7
CC(=O)Nc1ccc(S(=O)(=O)NCCc2cc3c(C)ccc(C)c3[nH]c2=O)cc1	-26.3	-3.7	-2.3	-11.3	9.4	19.1	-0.3	-3.8	98.3	-9.6
FC(F)(F)c1cc(C(F)(F)F)c2ccc(N3CCOCC3)nc2n1	3.2	-0.1	4.8	-4.5	-0.9	0.7	-3.4	1.8	x	2.3
CCSc1nc2sc3c(c2c(=O)n1C1CCCCC1)CCN(C)C3	-7.5	-3.0	0.4	0.8	2.3	17.1	-0.2	1.6	132.4	-7.0
CN(Cc1c(F)cccc1Cl)c1ccc(S(=O)(=O)N2CCOCC2)cn1	7.5	-2.0	1.5	5.8	-0.5	9.7	-1.6	8.8	99.4	0.1
Cc1ccc(NC(=O)C(Cc2ccccc2)n2cccc2)cc1 (stereo not drawn)	7.2	2.5	-0.4	0.6	-4.8	-13.2	-5.2	11.4	98.7	3.1
CC1=C(C(=O)OCc2ccccc2)C(c2ccc([N+](=O)[O-])cc2)NC(=O)N1 (stereo not drawn)	-13.7	-1.5	-2.0	-13.2	3.7	7.2	0.5	-9.7	93.4	2.5
Cc1cc(Cl)cc2sc(NC(=O)C3CC3)nc12	-32.8	0.1	-1.3	-6.6	10.8	-0.8	-1.5	20.1	90.1	-0.5
CCN(CC)S(=O)(=O)c1ccc(C)c(NC(=O)COc2ccc(Br)cc2Cl)c1	-8.2	8.8	-3.2	-1.9	0.8	-47.1	-0.3	-2.6	107.9	6.2
O=Cc1cn(CC(=O)Nc2ccc(F)cc2)c2ccccc12	3.1	0.4	1.6	-5.4	-1.2	-2.5	-0.3	0.2	100.5	-10.4
COc1cccc(/C=N/NC(=O)CSc2ccccc2C)c1OC	-2.6	1.1	-2.8	3.5	0.9	-6.0	-9.2	-10.4	97.0	5.4
CC(=O)Nc1cc(S(=O)(=O)Nc2cccc(C)c2)c(C)cc1C	9.0	0.4	0.0	-0.6	-3.6	-1.5	-0.8	5.9	85.5	4.0
COc1ccc(C(C(=O)NC(C)(C)C)N(C(=O)CNC(=O)c2cccs2)c2ccc(C)cc2)cc1OC (stereo not drawn)	6.3	0.3	3.1	-1.5	2.3	-1.5	1.9	4.4	113.0	-0.4
Cc1nc(SCC(=O)NC(=O)NC(C)(C)C)nc(C)c1C	-19.7	0.6	-1.2	0.6	9.6	-3.3	2.4	4.3	93.4	-2.2
Cc1ccc(OCc2nnc(SCC(=O)O)n2-c2ccccc2)cc1	-17.8	-2.3	4.0	14.7	-2.9	11.7	-5.1	1.1	103.2	-0.2
Cn1cccc1CC(=O)NNC(=O)Nc1ccc(F)cc1	13.1	-2.1	2.7	-4.6	-5.0	10.8	0.1	8.1	98.4	-3.3
O=C(COC(=O)c1ccccc1SCC(=O)N1CCCC1)Nc1ccc(OC(F)F)cc1	-21.9	-0.2	3.5	-6.4	-1.4	1.2	0.8	-0.7	101.3	-5.6
CCNS(=O)(=O)c1cc(S(C)(=O)=O)ccc1Cl	5.8	-2.4	1.4	-9.4	0.6	13.6	3.0	24.6	98.1	-0.8
Cc1ccc(C)c(OCC(=O)NCCN(C)C)c1	24.5	-1.4	-1.0	0.1	-11.1	7.1	0.6	12.9	x	1.1
CCn1c(SCc2nc3ccccc3[nH]2)nnc1-c1cccs1	19.0	-1.8	3.7	0.1	-3.0	9.8	2.9	1.1	92.3	-3.0
COc1ccc(NC(=O)Nc2nnc(N3CCC(C)CC3)s2)cc1OC	-10.6	-3.1	-0.3	-3.9	3.8	15.9	-1.2	-2.8	103.3	-0.2
COc1ccc(-n2c(C)cc3cc(OC(C)=O)ccc32)cc1	8.7	-0.8	3.5	-12.8	-2.4	4.1	-2.7	-9.5	101.3	-7.0
CCOc1ccc(CCNC(=O)Cc2ccc(NC3=NC4CS(=O)(=O)CC4S3)cc2)cc1OCC (stereo not drawn)	30.7	-1.5	3.2	-4.2	-4.1	7.6	-1.4	-13.4	102.7	-1.1
CC1CCCCN1CCCNc1ccc(C(CC(N)=O)NC(=O)Cc2cccc3ccccc23)cc1[N+](=O)[O-] (stereo not drawn)	-4.0	-1.1	-1.8	12.2	-0.3	6.5	-3.6	5.3	104.9	6.0
Cc1ccc(NC(=O)c2snc3ccc(Cl)cc23)cc1C	-22.9	8.5	1.0	8.6	8.8	-43.3	-9.9	15.3	98.0	5.3
CC(C)(C)C(=O)Nc1ccccc1C(=O)NCc1cccnc1	0.1	-2.9	-0.8	-7.2	1.5	14.3	-2.0	11.1	111.9	-9.7
Cc1csc(NC(=O)CSc2ccc(-c3ccccc3)nn2)n1	3.8	0.7	-2.4	0.6	-1.4	-3.4	0.1	47.3	103.4	-0.2
O=C(Nc1ccccc1)NN(C(=O)CCl)c1ccccc1	2.0	-0.2	-0.5	-5.7	-0.8	1.3	0.5	-2.7	107.4	6.7
Cc1cc(C(=O)N2CCc3ccccc3C2)c(C)o1	-1.0	-2.3	3.6	-12.4	0.4	12.1	-4.0	18.4	101.0	-0.5
Cn1c(Oc2ccc(F)cc2F)c(C=O)c2ccccc21	-15.1	-2.3	0.0	-13.1	-2.1	12.4	-0.6	-5.1	97.0	0.4
COc1ccc(CNc2nc3c(c(=O)n(Cc4ccc(F)cc4)c(=O)n3C)n2C)cc1	4.0	5.7	2.9	7.5	-1.5	-28.5	0.1	5.6	99.3	3.9
CC1=NN(C(=O)c2c(Br)cnn2C)C(O)(C(F)(F)F)C1 (stereo not drawn)	-3.9	-1.4	1.3	-5.1	-1.5	6.2	0.0	-1.4	102.7	-3.0
CC(C)(C)C(=O)Nc1ccc(N2CCN(c3ccc(C(F)(F)F)cn3)CC2)nc1	13.6	-1.3	7.2	-4.8	1.1	6.7	0.3	-15.2	110.2	-13.3
CC1(C2CCC3C4CCC5CC6(CCC5(C)C4C(=O)CC32C)OCCO6)OCCO1 (stereo not drawn)	-4.5	3.6	-4.6	7.3	1.1	-17.7	-4.6	9.4	x	8.0
CC(c1ccccc1)N1CC(C(=O)Nc2nccs2)CC1=O (stereo not drawn)	-11.4	-1.8	-3.2	-13.6	-1.1	10.9	2.0	5.2	x	-3.1
O=[N+]([O-])c1cccc(S(=O)(=O)N/N=C/c2ccc(O)cc2)c1	-3.8	-2.2	-6.2	-3.0	1.5	10.4	0.5	-4.0	111.6	-4.7
Cc1c(NC(=O)NCc2ccccc2)c(=O)n(-c2ccccc2)n1C	-6.8	-1.3	-1.0	4.5	4.5	7.1	-0.3	-4.3	103.0	10.6
O=C(Nc1ccccc1F)C1CCCN(S(=O)(=O)c2ccccc2)C1 (stereo not drawn)	-6.4	-1.4	1.6	-10.6	-0.4	6.5	-0.9	-4.0	96.7	-4.9
Nc1c(Cl)cc(-c2cn(CCC(=O)O)c(-c3ccc(Cl)nc3)n2)cc1Cl	-41.1	0.6	3.5	-8.2	14.0	-3.3	-1.1	1.9	95.5	-4.8
CCOC(=O)Cc1ccc(NS(=O)(=O)c2ccc(SC)cc2)cc1	3.2	2.2	1.1	-2.9	-1.2	-12.7	-8.3	-6.1	x	-7.0
COc1cccc(-c2nc3sc4c(c3c(=O)[nH]2)CCCCC4)c1	13.0	0.3	1.8	-10.8	4.1	-1.5	-1.5	2.4	98.7	-4.9
COc1ccc(NC(=O)CCSc2ccc(C)cc2)cc1S(=O)(=O)Nc1ccccc1Cl	15.7	0.4	-1.4	-12.9	-0.6	-2.2	-5.1	36.4	127.3	-3.2
O=C(CN1CCCCC1)N/N=C/c1ccccc1Br	5.9	-2.5	0.9	-7.4	-0.3	12.8	-1.0	31.6	107.0	-3.0
CCOC(=O)C1=C(COC(=O)CNS(=O)(=O)c2c(F)cc(F)cc2Br)NC(=O)NC1C (stereo not drawn)	12.8	-1.3	-1.4	7.3	-5.2	5.4	1.3	-6.2	113.7	12.3
O=C(CC1C[C@H](C(=O)N2CCOCC2)[C@@]2(CCC3CCCC3)c3[nH]c4ccccc4c3CCN2C1=O)NCc1cccc(C(F)(F)F)c1 (stereo partly drawn)	-2.9	2.7	-0.3	-1.7	0.8	-12.8	-1.4	4.8	96.0	6.0
Cc1noc(C)c1C(=O)OC(C)C(=O)Nc1ccc(C(N)=O)cc1 (stereo not drawn)	-0.8	-5.0	0.6	-5.0	-1.2	19.2	-1.6	32.5	103.8	5.4
CS(=O)(=O)N(CCc1ccccc1)CC(=O)N1CCN(c2ccc(F)cc2)CC1	-12.3	-0.7	1.6	-8.8	-3.0	4.3	-0.8	3.4	x	-12.5
O=C(Cc1ccccc1F)Nc1cc(S(=O)(=O)N2CCOCC2)ccc1N1CCOCC1	-5.6	-1.1	4.7	2.3	2.3	4.2	1.4	-8.4	101.2	-0.5
CC(C)OCCCNC(=O)c1cc(Sc2ccc(F)cc2)nc2ccccc12	-10.4	2.1	-1.4	-5.3	4.1	-11.3	-6.0	8.0	111.0	-12.8
Cc1ccc(C(=O)NC(=S)Nc2cccc(NC(=O)c3ccccc3)c2)cc1[N+](=O)[O-]	36.6	-4.6	0.9	-1.4	3.1	23.8	-3.5	9.2	x	-9.7
COc1cc(C(=O)NCC(=O)OCCN2C(=O)c3ccccc3C2=O)cc(OC)c1OC	-24.9	0.2	-0.4	-7.7	-1.2	-1.0	0.4	2.6	125.2	4.8
O=C(NC1CCC(NC(=O)C(F)(F)C(F)F)CC1)C(F)(F)C(F)F (stereo not drawn)	-9.6	0.7	9.9	0.2	0.0	-3.6	2.1	5.0	105.9	-10.1
Cc1ccnc(NS(=O)(=O)c2ccc(NC(=O)C34CC5CC(C)(CC(C)(C5)C3)C4)cc2)n1	-5.9	-3.5	-1.2	-10.8	-4.3	17.0	3.2	2.4	96.8	9.1
CN(c1ccc(C(=O)NCCSCc2ccc(Cl)cc2)cc1)S(=O)(=O)c1ccccc1	22.7	3.0	0.7	4.3	2.7	-16.4	-6.2	2.0	127.2	-12.2
COC(=O)c1ccc(OCCOCCOc2cccc3ccc(C)nc23)cc1	13.8	-0.8	2.5	5.7	6.8	4.0	-4.4	2.3	89.0	-15.4

Sorted by count of non-hydrogen atoms (largest number first): some entries from above
SMILES	HTR5A inv ag	OPRM1-OPRD1 ag	V-ATPase pHluor	PKA-R1A activ	HTR5A ag	MOR-DOR inv ag	DAGLB inhibitor	Arrestin-AP2 inh	DSG3 Ab inh	PKA-R2B activ
CN(Cc1c(F)cccc1Cl)c1ccc(S(=O)(=O)N2CCOCC2)cn1	7.5	-2.0	1.5	5.8	-0.5	9.7	-1.6	8.8	99.4	0.1
Cn1c(Oc2ccc(F)cc2F)c(C=O)c2ccccc21	-15.1	-2.3	0.0	-13.1	-2.1	12.4	-0.6	-5.1	97.0	0.4
Cc1cc(Cl)cc2sc(NC(=O)C3CC3)nc12	-32.8	0.1	-1.3	-6.6	10.8	-0.8	-1.5	20.1	90.1	-0.5
